FBW7 act – human FBW7 E3 ligase activation, primary screen | normalized activity (activation), % at 26.1 µM | AID 1259310 | AlphaScreen FBW7–phospho-cyclin E peptide binding, activator screen | Q969H0 | actives 0.13% (n = 650,000); in the data active = normalized activity above about 1.9%;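 note: purified mutant Fbw7 with reduced substrate affinity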
GPR151 ag – activators of human GPR151. activation, % at 11.2 µM. PathHunter beta-arrestin GPR151 cells, luminescence. actives 1% (n = 650,000); in the data active = activation above about 4.9%;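 note: 0% = median of compound wells and 100% = cells with positive control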
Target sequence (Q8TDV0 whole entry, looked up): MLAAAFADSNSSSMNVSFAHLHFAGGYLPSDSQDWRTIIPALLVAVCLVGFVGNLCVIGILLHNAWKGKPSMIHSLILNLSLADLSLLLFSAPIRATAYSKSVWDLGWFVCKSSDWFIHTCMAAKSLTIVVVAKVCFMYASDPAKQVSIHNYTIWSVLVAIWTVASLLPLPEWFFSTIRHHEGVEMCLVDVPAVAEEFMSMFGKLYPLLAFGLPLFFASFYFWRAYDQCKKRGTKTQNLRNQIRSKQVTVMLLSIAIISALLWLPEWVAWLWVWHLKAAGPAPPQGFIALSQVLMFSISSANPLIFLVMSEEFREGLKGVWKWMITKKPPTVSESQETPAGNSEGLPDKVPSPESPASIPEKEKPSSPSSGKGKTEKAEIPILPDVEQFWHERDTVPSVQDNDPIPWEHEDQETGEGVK
TEAD-YAP block – TEAD-YAP interaction inhibition. actives 1.4% (n = 640,000). inhibition, % at 9.12 µM. HEK-TIYL cells, TEAD-Gal4/YAP UAS-luciferase luminescence; in the data active = inhibition above about 32%;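 note: 0% = median of test compound wells and 100% = reference inhibitor wells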
MITF primary – blocks human microphthalmia-associated transcription factor; O75030; AlphaScreen MITF homodimerization, bead proximity signal; inhibition, % at 2.6 µM; actives 0.91% (n = 650,000); in the data active = inhibition above about 50%;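 note: 0% = vehicle wells with protein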
Target sequence (O75030 whole entry, looked up): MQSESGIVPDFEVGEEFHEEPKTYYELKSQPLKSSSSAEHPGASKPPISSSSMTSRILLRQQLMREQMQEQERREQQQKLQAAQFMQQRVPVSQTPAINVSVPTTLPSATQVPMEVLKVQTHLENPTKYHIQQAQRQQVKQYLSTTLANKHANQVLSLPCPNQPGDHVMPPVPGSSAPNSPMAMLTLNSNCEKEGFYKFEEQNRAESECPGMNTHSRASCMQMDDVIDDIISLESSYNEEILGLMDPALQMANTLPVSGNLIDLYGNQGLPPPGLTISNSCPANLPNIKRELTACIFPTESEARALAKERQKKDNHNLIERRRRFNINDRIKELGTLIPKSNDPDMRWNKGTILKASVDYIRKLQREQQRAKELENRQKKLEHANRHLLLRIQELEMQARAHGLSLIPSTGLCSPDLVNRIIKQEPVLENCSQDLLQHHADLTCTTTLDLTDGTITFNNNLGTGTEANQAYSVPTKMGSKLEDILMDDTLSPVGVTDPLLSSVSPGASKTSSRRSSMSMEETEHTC
Active calls of the source: *; · = not tested or not shown; & = joins results of further samples.

Results follow in this order: FBW7 act	GPR151 ag	TEAD-YAP block	MITF primary
> NC(=O)c1oc2ccccc2c1NC(=O)c1cc2c(ccc3ccccc32)oc1=O
 : 0.0	1.1	-8.8	2.1
> CCOc1ccccc1C1CC(c2ccc(I)cc2)Nc2nnnn21 (stereo unspecified)
 : -0.1	-1.4	-5.5	5.9
> Cc1cc(C)n2nc(CC(=O)NCc3ccc(F)cc3)nc2n1
 : -0.1	1.2	0.2	-1.2
> FC(F)(F)c1ccc(Cn2cnc3c(NCc4nc5ccccc5[nH]4)nc(Nc4ccc(-n5ccnc5)cc4)nc32)cc1
 : 0.0	-1.9	-7.8	11.5
> CCc1nnc(NC(=O)COc2ccccc2Br)s1
 : 0.0	-0.2	-76.2	-19.8
> Cc1cc(=O)[nH]c2nnc(SCC(=O)NCCc3ccccc3)n12
 : 0.1	0.9	4.3	8.5
> CS(=O)(=O)c1ccc(-c2ccnc(Oc3ccccc3)n2)cc1
 : -0.2	-1.1	-8.0	-5.0
> COc1ccc(NC(=O)CCN2C(=S)NC(C)(C)CC2C)cc1Cl (stereo unspecified)
 : -0.1	0.5	6.7	7.0
> CCN(CC)S(=O)(=O)c1ccc(O)cc1
 : -0.1	-0.7	0.1	-1.9
> COCCNC(=S)Nc1ccccc1
 : -0.1&-0.1	1.7&-1.3	0.8&1.9	5.8&-1.6
> Cc1ccc(NS(=O)(=O)c2ccccc2)cc1N1CCCC1=O
 : 0.1	1.5	-7.9	11.1
> c1ccc(CNc2nc(NC3CCN(Cc4ccccc4)CC3)nc3nc[nH]c23)cc1
 : -0.1	-1.2	0.3	-3.9
> O=C(NCc1ccccc1)c1cc(-c2ccccc2)nc2ccccc12
 : 0.0	-1.2	4.3	11.7
> O=C(NCCC1=CCCCC1)c1cc(-c2ccccn2)nc2ccccc12
 : 0.3	-0.6	8.6	4.8
> Cc1ccsc1-c1nc2cnccn2c1NCc1ccco1
 : -0.2	-1.7	-0.7	-0.2
> CCc1ccc(C(=O)COC(=O)[C@@H](NC(N)=O)[C@@H](C)CC)cc1
 : 0.0	-1.2	-17.6	-11.5
> O=C1CCCN1CCCNc1nc(-c2ccccc2)nc2c1ncn2-c1ccccc1
 : -0.1	3.4	32.5*	2.0
> Nc1cccc(Cl)c1C(=O)O
 : -0.1	-1.3	-6.1	-4.5
> Cn1c(NNC(=O)c2ccc(Cl)cc2)cc(=O)n(C)c1=O
 : 0.2	0.0	-0.6	-4.6
> OCCCc1nc2ccccc2n1Cc1ccc(F)cc1
 : 0.6	-1.3	2.7	16.7
> O=C(Nc1ccc(Oc2ccccc2)cc1)C1CC(=O)N(c2ccccc2Cl)C1 (stereo unspecified)
 : -0.1	0.1	13.6	-5.4
> CC(C)Oc1ccc(C(=O)Nc2c3c(nn2-c2ccc(F)cc2)CS(=O)(=O)C3)cc1
 : -0.1	1.3	-12.1	1.7
> CCc1cc2c(nc1CC)CCN(CC/C(C)=N/O[C@@H](C)c1cc(-c3c(C)cc(C)cc3C)no1)C2
 : -0.1	0.3	·	4.7
> COc1ccc(/C=C(\C#N)C(=O)Nc2ccc(F)cc2)cc1C
 : 0.7	-0.1	2.0	11.2
> O=C(Cn1nc(-c2ccc(F)cc2)ccc1=O)Nc1ccc(C(=O)NC2CC2)cc1
 : -0.2	2.9	3.4	0.3
> O=C(Nc1ccc2c(c1)OCCO2)c1ccc(-c2ccccc2)cc1
 : 0.2	-0.3	-38.7	15.2
> CCCn1c(=O)c2ccccc2n2c(SCC)nnc12
 : -0.2	-2.0	-8.6	-10.3
> CC(=O)c1ccc(-c2nnc(CCC(=O)NC(C)Cc3ncccc3C)o2)s1 (stereo unspecified)
 : 0.1	0.5	-0.3	7.3
> FC(F)Oc1ccccc1C1C=C(c2ccc(Br)cc2)Nc2nnnn21 (stereo unspecified)
 : 0.0	4.9	-2.5	-1.3
> O=C(Nc1ccccc1[N+](=O)[O-])c1cccc(S(=O)(=O)Nc2ccc(Cl)cn2)c1
 : 0.0	-0.5	-6.2	-26.3
> CCOC(=O)C1=C(C)NC2=C(C(=O)C(C(=O)OCC)C(c3ccc(OC)cc3)C2)C1c1ccc(Cl)cc1Cl (stereo unspecified)
 : 0.1	-0.9	9.3	10.8
> CN(C(=O)c1ccc(N)cc1)c1ccccc1
 : 0.1	-0.1	7.5	-5.6
> Cc1ccc(S(=O)(=O)CCC(=O)Nc2ccc(Oc3ccc4c(c3)C(=O)N(c3cccc(C)c3)C4=O)cc2)cc1
 : 0.0	-0.7	2.5	7.9
> CC(=O)Nc1ccc(NC(=O)CSc2nc3sc(C)c(C)c3c(=O)n2C)cc1
 : 0.6	-0.7	6.5	9.6
> COc1ccc(CCNC(=O)c2ccc3nc(NCCN4CCOCC4)sc3c2)cc1
 : 0.1	-0.8	-12.3	-2.5
> COc1ccc(-c2nc3ccc(C(=O)O)cc3nc2-c2ccc(OC)c(OC)c2)cc1OC
 : -0.3	0.5	-12.2	9.8
> COc1cccc2sc(=NC(=O)c3cccc(Cl)c3)n(C)c12
 : 0.0	-0.2	3.8	2.7
> Cc1cc(-c2cncnc2C2CCCN(S(=O)(=O)c3ccc4c(c3)OCCO4)C2)on1 (stereo unspecified)
 : -0.1	0.2	0.9	5.1
> CC(C(=O)c1ccccc1)C1(O)C(=O)N(CC(N)=O)c2ccccc21 (stereo unspecified)
 : -0.1	-0.3	-4.5	-6.3
> N#CC1=C(N)C(C#N)(C#N)[C@@H](c2ccc(F)cc2)[C@@H]2CCCC=C12
 : 0.0	0.4	15.3	7.5
> CCOC(=O)c1c(C)n(-c2ccccc2)c2ccc(OC(=O)c3ccco3)cc12
 : 0.0	-0.4	-5.3	17.1
> Cc1ccccc1Nc1nc(-c2ccc(I)cc2)cs1
 : 0.0	0.3	-37.8	6.0
> CC(=O)Nc1ccc(S(=O)(=O)Nc2c(C)cc(C)cc2C)cc1
 : 0.1	-0.9	3.0	12.3
> CCOc1ccc(C2C(C#N)=C(N)OC3=C2C(=O)CC(C)(C)C3)cc1OC (stereo unspecified)
 : -0.2	-0.7	-6.7	5.0
> CCCc1cc(-c2[nH]ncc2-c2ccc3c(c2)OCCO3)c(O)cc1OC
 : -0.2	1.4	12.2	-3.4
> O=C(NC1CCCC1)N1CC=C(c2c[nH]c3ccccc23)CC1
 : 0.1	-0.9	-2.7	-14.7
> COc1ccc(C(=O)NCC(=O)NN)cc1OC
 : 0.6	0.1	2.9	-1.6
> Cc1cccc(NC(=O)CN(C)S(=O)(=O)c2cc(Br)cnc2N)c1
 : -0.1	-0.3	-15.5	-2.0
> COc1ccccc1/C=C(\C#N)c1nc(-c2ccc([N+](=O)[O-])cc2)cs1
 : -0.1	-0.3	-1.3	-5.7
> COc1ccc(CNC(=O)c2ccc(OC)c(OC)c2)cc1
 : 0.5	1.7	3.1	16.8
> CC(=C/c1ccco1)/C=N/Nc1nncc(-c2ccccc2)n1
 : -0.2	-0.1	-1.6	21.9
> CCCCOc1ccccc1NC(=O)Nc1ccc(Br)cc1
 : 0.5	0.9	-8.4	17.4
> Cc1ccc2nc(-c3ccc(NC(=O)C4CCCN4S(C)(=O)=O)cc3)sc2c1 (stereo unspecified)
 : 0.2	-0.9	49.5*	13.7
> COCCOC(=O)C1=C(C)NC(=S)NC1/C=C/c1ccccc1 (stereo unspecified)
 : 0.5	-1.4	-3.6	-2.1
> COc1cccc(CNC(=O)CNC(=S)N(Cc2ccc(C)cc2)Cc2ccco2)c1
 : 0.2	2.8	4.4	6.0
> Cc1c(-c2ccc(Cl)cc2)nc2ccccc2c1C(=O)Nc1cc(C(F)(F)F)ccc1Cl
 : 1.1	-0.4	1.7	15.1
> Cc1ccc(S(=O)(=O)NC(=O)C2=C(O)N(c3nc4ccccc4s3)NC2C(F)(F)F)cc1 (stereo unspecified)
 : 0.0	0.9	12.8	7.6
> CCOC(=O)c1cccc(NC(=O)Nc2c(C)n(-c3ccccc3)c(=O)n2C)c1
 : 0.1	0.5	5.0	2.8
> O=C(COC(=O)/C=C/c1cccs1)NC1CC1
 : 0.3	2.0	-4.9	1.5
> COc1ccc(OC(=O)c2ccc(OC)c(S(=O)(=O)N3CCOCC3)c2)cc1
 : 1.1	-0.7	1.5	17.3

Next section, starting with the last two of the part before.
Results follow in this order: FBW7 act	GPR151 ag	TEAD-YAP block	MITF primary
> O=C(COC(=O)/C=C/c1cccs1)NC1CC1
 : 0.3	2.0	-4.9	1.5
> COc1ccc(OC(=O)c2ccc(OC)c(S(=O)(=O)N3CCOCC3)c2)cc1
 : 1.1	-0.7	1.5	17.3
> C=CCn1c(C)c(/C=C(/C#N)C(N)=O)c2ccccc21
 : 0.0	0.2	2.9	11.5
> COCCCNC(=O)c1c(F)ccc(S(=O)(=O)N2CCCCCC2)c1F
 : 0.0	3.0	4.3	-7.0
> O=C(Cn1cc(NC(=O)CCOc2ccccc2)cn1)NCc1cccc(-n2cccn2)c1
 : -0.1	0.6	6.1	-6.5
> Cc1ccc(S(=O)(=O)NC(C(=O)NC(CCCN=C(N)N)C(=O)O)C(C)C)cc1 (stereo unspecified)
 : -0.2	0.1	9.9	11.7
> CCc1ccccc1NC(=S)N(CCCN1CCCC(C)C1)Cc1cccs1 (stereo unspecified)
 : -0.1	-1.3	5.2	3.9
> COc1ccc(OCc2cc(C(=O)N(C)CCC3CCOCC3)no2)c(Cl)c1
 : 0.8	-1.3	-24.9	11.2
> Cc1nc(-c2ccc(N3CCN(C(=O)NCCc4ccccc4)CC3)nc2)no1
 : 0.8	-1.9	8.8	0.7
> COc1ccc(/C=C2\C=C(c3ccccc3)N(c3ccc(C(C)=O)cc3)C2=O)cc1Br
 : 0.2	0.9	6.9	16.2
> O=C(CN1CCN(Cc2ccccc2)CC1)NNC(=O)c1ccccc1
 : 0.1	1.1	-1.9	2.8
> O=C(c1cc(=O)c2ccccc2o1)N1CCC[C@@H]2CN(Cc3ccsc3)CC[C@H]21
 : 0.1	-0.4	-5.1	12.3
> C/C(=N/NC(=O)CNC(=O)c1cccs1)c1ccccc1
 : 0.0	0.3	2.0	-14.2
> O=c1cc(CSc2nnnn2-c2ccccc2)[nH]c2[nH]n(-c3ccccc3)c(=O)c12
 : -0.1	-0.9	8.3	5.5
> COc1cccc(CC(=O)NCC2COc3ccccc3O2)c1OC (stereo unspecified)
 : -0.2	-0.4	0.7	3.6
> Cc1cc(C23CC4CC(CC(C4)C2)C3)ccc1NCN1C(=O)c2cccc([N+](=O)[O-])c2C1=O
 : 0.1	-1.7	2.4	16.1
> Cc1cc(C2C(C#N)=C(N)Oc3n[nH]c(C)c32)ccc1N1CCCC1 (stereo unspecified)
 : -0.2	2.4	-5.7	-4.6
> CCC(C)NC(=O)c1ccc2c(=O)n(Cc3ccc(OC)cc3)c(=O)[nH]c2c1 (stereo unspecified)
 : 0.2	0.0	1.1	-0.9
> CCOc1cc(CN)cc(Cl)c1OC
 : -0.2	2.0	2.7	-26.9
> Cc1ccc(C(=O)COC(=O)c2cc(C)nc3ccccc23)c(C)c1
 : 0.0	-1.0	3.6	10.1
> CCc1ccc(C2C(C(=O)OCC(C)C)=C(C)NC3=C2C(=O)CC(c2cccs2)C3)s1 (stereo unspecified)
 : 0.1	-1.0	-3.2	-10.6
> CCNc1nc2c(C)cccn2c(=O)c1/C=C1/SC(=S)N(C2CCCC2)C1=O
 : 0.1	0.2	-3.4	10.7
> O=C(CNC(=O)c1ccncc1)N/N=C/c1ccc(O)c([N+](=O)[O-])c1
 : 0.0	-1.6	-1.3	-2.2
> Cc1cccc(C)c1-n1c(SCc2csc3ccc(Cl)cc23)nc2c(sc(=S)n2-c2c(C)cccc2C)c1=O
 : 0.1	-0.9	9.5	-2.1
> O=C(Nc1nc2c(s1)CCCC2)c1ccc(Br)o1
 : -0.2	-6.5	3.5	5.9
> O=C(Nc1ccc(Br)cc1)c1cc(S(=O)(=O)NCc2ccc(F)cc2)ccc1F
 : -0.1	4.4	-1.4	7.7
> CC1(CCC(=O)N2CCC(n3nccc3NC(=O)CCOc3ccccc3)CC2)CC1
 : 0.1	1.5	1.2	7.1
> CSc1nc(NC(C)=O)nc(C)c1Br
 : 0.1	0.9	1.4	6.9
> O=c1[nH]c(CSc2ccccc2)nc2c1oc1ccccc12
 : -0.3	1.7	-9.5	14.6
> CCCC(=O)N1CCC(C2(CCC(C)C)NC(=O)N(Cc3ccccn3)C2=O)CC1 (stereo unspecified)
 : 0.2	-0.8	-21.8	10.2
> CCOc1ccc(Br)cc1S(=O)(=O)Nc1ccc(N)cc1
 : 0.0	-1.1	9.9	13.5

Copied from the entries so far, 2 compounds:
Results follow in this order: FBW7 act	GPR151 ag	TEAD-YAP block	MITF primary
> O=C(c1cc(=O)c2ccccc2o1)N1CCC[C@@H]2CN(Cc3ccsc3)CC[C@H]21
 : 0.1	-0.4	-5.1	12.3
> C/C(=N/NC(=O)CNC(=O)c1cccs1)c1ccccc1
 : 0.0	0.3	2.0	-14.2
